Assay outcomes: PubChem BioAssay, Broad Institute
NSD2 inh: blocks human histone methyltransferase NSD2; O96028; hit rate 0.54% among 310,000; inhibition, % at 12.5 µM; NSD2 peptide methylation, AlphaScreen, 120 min; AID 743445; in the data active means inhibition above about 50%
CAL PDZ FP-1: inhibitors of human CAL PDZ peptide binding. Q9HD26. purified CAL PDZ, TMR-peptide fluorescence polarization, 1 h. inhibition, % at 20 µM. hit rate 0.02% among 330,000. AID 504414;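 active means highest replicate inhibition of at least 40%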;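 further: plate controls were DMSO neutral control wells for no effect and unlabeled competitor peptide control wells for full effect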
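material = purified tagged CAL PDZ domain construct (CerCALP) | compound dosing = 20 µM, one dose | times = 1 h at RT | measured by = fluorescence polarization from S- and P-plane intensities, G-factor corrected | read-out = inhibition from polarization loss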
dFosB act: activators of mouse delta FosB homodimer; P13346; purified delta FosB, TAMRA-CDK5 oligo fluorescence polarization; percent of positive-control signal above neutral wells; activation, % at 25 µM; hit rate 0.99% among 340,000; AID 493131;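 active means mean activation above about 17%, with every replicate also reaching it, limit read from the data, passing the limit was not always enough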;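 further: fluorescence polarization rise as delta FosB binds a TAMRA Cdk5 AP-1 oligo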
Target sequence (P13346 whole entry, looked up): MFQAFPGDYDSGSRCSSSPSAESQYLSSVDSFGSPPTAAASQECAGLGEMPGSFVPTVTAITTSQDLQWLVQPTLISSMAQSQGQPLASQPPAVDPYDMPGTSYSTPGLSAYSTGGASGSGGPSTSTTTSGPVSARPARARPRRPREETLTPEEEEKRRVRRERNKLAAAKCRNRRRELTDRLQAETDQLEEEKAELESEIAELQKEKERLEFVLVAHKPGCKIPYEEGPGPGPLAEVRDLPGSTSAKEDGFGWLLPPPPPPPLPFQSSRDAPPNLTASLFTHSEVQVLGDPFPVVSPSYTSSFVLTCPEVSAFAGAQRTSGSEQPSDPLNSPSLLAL
Rtt109 HAT inh: inhibitors of Candida albicans Rtt109/Vps75 histone acetyltransferase; AID 540336; inhibition, % at 34.9 µM; hit rate 0.16% among 330,000; Q5AAJ8; purified Rtt109/Vps75, ThioGlo CoA-SH fluorescence, 4 h;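 active means inhibition of at least 50% in every replicate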
PfHsp90 set2: reduces growth (ATP signal) of yeast expressing P. falciparum Hsp90 | inhibition, % at 9.4 µM | AID 504621 | S. cerevisiae expressing PfHsp90, BacTiter-Glo ATP, 48 h; yeast lacking PDR1 and PDR3 efflux regulators | hit rate 0.32% among 310,000;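 active means every replicate shows inhibition above about 80%, whatever the replicate mean, limit read from the data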;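 further: 0% = DMSO neutral controls and 100% = 20 µM radicicol positive controls; yeast relying on Plasmodium falciparum Hsp90 in place of its own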
SR-BI DiI inh: mouse SR-BI HDL lipid transfer inhibition; Q61009; hit rate 0.96% among 320,000; ldlA[mSR-BI] CHO cells, DiI-HDL uptake fluorescence, 3 h; inhibition, % at 12.5 µM;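 active means mean replicate inhibition of at least 70% and a set share of replicates each scoring 70 or more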;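 further: 0% = median of neutral control wells and 100% = median of positive control wells; values of inactives mirror those of a sister screen read the other way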
Target sequence (Q61009 whole entry, looked up): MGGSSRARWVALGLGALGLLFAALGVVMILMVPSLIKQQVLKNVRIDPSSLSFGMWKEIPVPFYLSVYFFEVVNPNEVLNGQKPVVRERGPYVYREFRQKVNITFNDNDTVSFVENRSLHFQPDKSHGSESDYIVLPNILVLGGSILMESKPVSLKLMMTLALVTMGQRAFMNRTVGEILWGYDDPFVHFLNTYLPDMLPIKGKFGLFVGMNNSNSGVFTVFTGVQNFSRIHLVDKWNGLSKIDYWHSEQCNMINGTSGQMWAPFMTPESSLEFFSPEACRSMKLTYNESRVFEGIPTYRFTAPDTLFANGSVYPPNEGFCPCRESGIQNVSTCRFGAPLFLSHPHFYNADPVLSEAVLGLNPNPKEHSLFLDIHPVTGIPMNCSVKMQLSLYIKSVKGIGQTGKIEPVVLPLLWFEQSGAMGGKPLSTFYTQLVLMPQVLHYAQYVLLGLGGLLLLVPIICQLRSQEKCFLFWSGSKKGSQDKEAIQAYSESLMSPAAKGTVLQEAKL
SR-BI uptake up: SR-BI HDL lipid transfer activation. hit rate 0.096% among 320,000. CHO ldlA[mSR-BI] cells, DiI-HDL uptake fluorescence, 3 h; 100 = double the neutral-control signal. AID 504775. activation, % at 12.5 µM;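 active means mean replicate activation of at least 60% and every replicate at or above 60%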;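 further: 0% = median plate neutral-control signal and 100% = twice that signal; values of inactives mirror those of a sister screen read the other way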
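Test system: SR-BI-overexpressing, LDLR-lacking CHO cells; Medium: Ham's F12 with 0.5% BSA, HEPES 25 mM, pH 7.4; Schedule: 3 h, 37 °C; Technique: bottom-read fluorescence, 550/595 nm.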
MITF TRPM1 HTS: increases MITF-driven TRPM1 promoter luciferase signal; SK-MEL-5 TRPM1-promoter luciferase, 24 h; % of positive control, neutral wells = 0; activation, % at 12.5 µM; hit rate 0.75% among 300,000;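 active means mean activation of at least 80% with every replicate also reaching 80%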;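 further: 0% = neutral control wells and 100% = parthenolide positive control wells; values of inactives mirror those of a sister screen read the other way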
PvdQ inh: P. aeruginosa PvdQ acylase inhibition; purified PvdQ acylase, fluorescence plate reader; AID 488965; inhibition, % at 10 µM; hit rate 0.063% among 340,000; in the data active means inhibition above about 30%, passing the limit was not always enough;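 further: 0% = vehicle neutral wells and 100% = reference inhibitor wells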
CAL PDZ FP-2: CAL PDZ (human) peptide binding inhibition | Q9HD26 | purified CAL PDZ, TMR-peptide fluorescence polarization, 1 h | inhibition, % at 24.9 µM | hit rate 0.92% among 300,000 | AID 602252;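 active means mean inhibition of at least 30% with at least half of replicates also reaching 30%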;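 further: 0% = DMSO neutral control and 100% = excess unlabeled competitor peptide PRC23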
An asterisk follows results filed as active; · = not tested or not shown.

Every second line gives: NSD2 inh, CAL PDZ FP-1, dFosB act, Rtt109 HAT inh, PfHsp90 set2, SR-BI DiI inh, SR-BI uptake up, MITF TRPM1 HTS, PvdQ inh, CAL PDZ FP-2
[1] CC(C)NC(=O)NC(=O)COC(=O)c1cccc(S(=O)(=O)N2CCCCC2)c1
  0.0, -0.3, -8.3, 4.0, -36.0, 14.6, -14.6, 5.0, -5.9, -5.6
[2] CCC1(CC)NC(=O)N(CC(=O)OCC(=O)Nc2ncc(Cl)cc2Cl)C1=O
  21.3, 1.9, -8.7, -0.7, -13.6, -31.2, 31.2, 5.7, -8.0, -3.7
[3] CCC1CCCCN1CCCNC(=O)Cn1cnc2sc(C)c(S(=O)(=O)N3CCC(C)CC3)c2c1=O (stereo unspecified)
  -3.5, -2.7, 4.9, -21.1, 10.5, -18.9, 18.9, -2.9, -12.7, 0.0
[4] OCCC1CN(Cc2cccn2-c2nccs2)CCN1CCc1ccccc1 (stereo unspecified)
  5.3, -1.0, -7.9, -6.5, 5.2, -1.3, 1.3, 0.5, -4.6, ·
[5] Cc1ccc(S(=O)(=O)N(CC(=O)N/N=C/c2cccc3c2OCCO3)c2ccccc2F)cc1
  -1.0, -0.3, -13.5, -4.0, -20.2, 11.8, -11.8, ·, 3.8, ·
[6] COc1ccc([C@H](C)NC[C@H](O)c2ccc(O)c(NC=O)c2)cc1
  ·, 0.2, 2.0, 18.1, -5.0, -8.7, 8.7, -3.4, 7.5, -4.3
[7] C=CCn1c(CSc2ccccc2[N+](=O)[O-])n[nH]c1=S
  10.5, -0.9, -7.3, 4.4, 2.6, 12.0, -12.0, -15.1, -15.3, 0.4
[8] COC(=O)COc1ccc(C)cc1-n1nc2ccccc2n1
  -1.9, -0.9, 1.2, -10.4, ·, ·, ·, 1.9, 0.3, 3.0
[9] COCCCC1CCN(C(=O)C2CCC(=O)N(Cc3cccc(F)c3)C2)CC1 (stereo unspecified)
  -2.5, -1.3, 2.0, -35.2, 7.7, -11.2, 11.2, 13.8, -16.4, -1.4
[10] CCOc1ccc(NC(=O)CSc2nccn2C)cc1
  -2.3, -2.8, -6.8, 28.1, -9.9, -21.0, 21.0, 56.2, 3.7, -3.8
[11] Cc1nc2ccccc2n1CC(O)c1ccccc1 (stereo unspecified)
  -0.7, 0.2, -3.8, 8.9, 11.2, ·, ·, -8.4, -0.9, ·
[12] COc1ccccc1CNC(=O)COC(=O)c1c(C)nn(-c2ccccc2)c1Cl
  0.7, -3.0, -10.3, -1.2, 3.6, 10.1, -10.1, 9.0, -2.2, -5.6
[13] Cc1cc(C)cc(NC(=O)COC(=O)COc2cccc3c2OC(C)(C)C3)c1
  2.4, -3.1, -1.6, 2.3, ·, -0.1, 0.1, -5.1, -16.5, -0.9
[14] NS(=O)(=O)c1ccc(N=Nc2ccc(=O)[nH]c2O)cc1
  109.6*, 2.0, -3.8, -9.7, 3.1, 2.9, -2.9, -2.5, 2.5, -1.0
[15] CCOC(=O)c1cccc(NC(=O)CN(c2ccc(OC)cc2)S(=O)(=O)c2c(C)noc2C)c1
  0.7, 0.1, -5.4, 3.1, -16.0, 9.8, -9.8, 3.7, -11.3, -3.8
[16] Cc1ccc(C(=O)OCC(=O)NCc2cccs2)c(C)c1
  1.6, 0.3, 5.1, -11.5, -5.9, -7.8, 7.8, 42.9, 7.8, 1.0
[17] Cc1cc(C)c(NC(=O)c2ccc(S(=O)(=O)N3CCOCC3)cc2)c(C)c1
  ·, -0.9, 1.5, 8.4, 23.3, -7.9, 7.6, ·, -13.8, ·
[18] O=C(Nc1nnc(S(=O)(=O)Nc2ccccc2)s1)C1CCCCC1
  ·, -0.8, -14.5, -6.5, -7.5, -6.6, 6.6, 0.2, -8.3, ·
[19] CCCCCn1c(=O)[nH]c2cc(C(=O)N3CCN(c4ccc(F)cc4)CC3)ccc2c1=O
  -2.8, -1.2, 0.4, 3.2, 6.3, ·, ·, -42.6, -13.8, -0.5
[20] O=C(Cc1cccc(NC(=O)C2CCN(C(=O)C3CCCC3)CC2)c1)Nc1cccc(C(=O)N2CCCC2)c1
  ·, -0.7, -2.5, 4.1, -17.6, 37.4, -37.4, -21.4, -10.1, -0.4
[21] Cc1cc(NC(=O)CSc2nc(CC(C)(C)C)nc3c2c(=O)n(C)c(=O)n3C)no1
  ·, -2.1, -9.1, -1.3, 0.2, 53.4, -53.4, 4.6, -9.6, ·
[22] CCn1c(SCC(=O)Nc2ccc3[nH]c(=O)[nH]c3c2)nc2ccccc21
  0.4, -1.2, -2.4, -1.0, ·, 40.3, -40.3, -8.9, -9.5, -8.2
[23] Cc1onc(-c2ccccc2)c1C1=N/C(=C\c2ccccc2F)C(=O)O1
  0.7, -1.9, -0.1, -3.8, -7.5, -19.1, 19.1, 11.6, -6.8, 0.0
[24] CC1=C(C(=O)OC2CCCCC2)C(c2ccccc2F)NC(=O)N1 (stereo unspecified)
  -8.0, ·, -2.9, 2.6, -8.7, 16.2, -16.2, -4.2, 12.5, -6.1
[25] NS(=O)(=O)c1ccc(CCNC(=O)CSCc2ccccc2)cc1
  -0.9, 0.0, 3.7, -3.2, 19.9, -5.9, 5.9, 8.8, 1.7, ·
[26] COc1ccc(C(=O)NCC(=O)OCC(=O)N(C)c2ccccc2)cc1
  -0.5, -0.3, 0.1, 6.2, 4.9, -11.7, 11.7, 6.2, 1.8, 6.8
[27] Cc1ccc(C(C)NC(=O)c2c(C)noc2C)cc1C (stereo unspecified)
  23.7, -2.7, 2.2, -4.6, ·, -19.8, 19.8, -5.7, -8.1, -1.1
[28] Cn1c(=O)n(Cc2ccc(F)cc2)c(=O)c2c1nc1n2CCCN1Cc1ccccc1
  7.6, 0.3, 2.4, 6.7, -22.5, 21.0, -21.0, 2.2, 7.6, -3.4
[29] COc1ccccc1NC(=O)C(C)OC(=O)CSCC(=O)Nc1ccc(C)cc1C (stereo unspecified)
  3.3, -0.2, -7.8, 4.0, 3.6, -16.7, 16.7, ·, -14.0, -2.5
[30] CC(NC(=O)CC1CCCCC1)c1ccccc1 (stereo unspecified)
  -5.3, 0.8, -10.3, 0.6, -25.2, 21.5, -21.5, 0.0, -4.7, 2.2
[31] Cc1ccc(CN(C)C2CCN(C)CC2)cc1
  -4.6, 0.5, -4.9, -1.9, 6.7, -9.9, 9.9, ·, -6.2, -4.9
[32] COc1cc(OC)nc(Oc2ccc(N)c(C)c2)n1
  1.9, -1.9, -3.2, 4.3, -15.7, -7.9, 7.9, 3.9, -7.0, -7.3
[33] CCCCN(Cc1ccccc1)S(=O)(=O)c1cc(Br)cc2c1N(C(C)=O)C(C)C2 (stereo unspecified)
  1.3, -1.4, -8.6, -5.2, -29.3, 17.3, -17.3, -10.4, -7.8, -2.5
[34] CCOc1ncccc1C(=O)NNC(=O)c1cccc(S(=O)(=O)Nc2ccccc2OC)c1
  -2.0, -1.1, -3.3, -3.0, -17.7, 9.6, -9.6, 8.4, -17.6, -4.4
[35] O=C(CSc1nnc(-c2ccc(Br)cc2)n1C1CCCCC1)N1CCCC1
  26.5, -0.5, -7.7, 5.6, 20.7, 13.9, -13.8, 7.2, -11.9, 55.8*
[36] COc1c(C(=O)Nc2nnc(C3CC3)s2)csc1Cl
  ·, -2.0, -1.6, -0.2, -11.8, -17.0, 17.0, 35.5, 3.2, -4.6
[37] CCOc1ccccc1C1C2=C(COC2=O)Nc2cc3c(cc21)OCO3 (stereo unspecified)
  ·, 0.6, -6.0, -5.1, 26.8, 2.3, -2.3, -50.6, -13.7, 4.2
[38] Cc1cccc(NC(=O)Cn2cnc3c(cnn3-c3ccc(F)cc3)c2=O)c1C
  ·, -2.6, 48.5*, 2.4, -23.9, -0.2, 0.2, ·, 1.3, -5.9
[39] Cn1c(N)c(C(=O)CSc2nnc(N)s2)c(=O)n(C)c1=O
  -1.0, -0.7, 5.4, -1.6, -1.2, -21.4, 21.4, -10.7, 14.0, -5.1
[40] COc1ccc(-c2nnc3n2N=C(C)CS3)cc1OC
  -2.5, -0.9, 4.3, 0.8, 3.6, 33.5, -33.5, ·, -7.6, -2.2
[41] CCc1ccc(N(CC)C(=O)Cc2c(C(=O)O)n(C)c3ccccc23)cc1
  -0.9, 0.2, -4.8, -6.3, -30.4, -38.8, 38.8, 1.8, -4.6, -1.4
[42] CC(C)c1nnc(NC(=O)CCC(=O)NCC2CCCO2)s1 (stereo unspecified)
  0.0, -1.0, 1.6, -0.5, -10.3, -22.0, 21.9, 0.7, -9.9, 1.3
[43] Cc1ccc(C(=O)NCC(=O)N(C)CC(=O)Nc2c(Cl)cccc2Cl)s1
  ·, -1.2, 2.2, 0.5, -7.1, -10.4, 10.4, -10.7, 11.0, -5.4
[44] Nc1cc2c(cc1Cl)-c1ccc(Cl)cc1C2=O
  0.4, 1.0, 3.6, 2.7, ·, 17.5, -17.5, -5.0, 1.0, 7.5
[45] O=C(COc1cccnc1[N+](=O)[O-])N1CCC(Cc2ccccc2)CC1
  -0.1, -0.2, -4.6, 5.3, 7.4, -13.2, 13.2, 14.7, -10.3, 2.1
[46] CC(Sc1ccc2nnc(-c3ccc(F)cc3)n2n1)C(=O)O (stereo unspecified)
  ·, 1.1, -0.1, 12.1, 10.9, 3.5, -3.5, -11.3, -3.3, ·
[47] C=CCc1ccc(OCCOCCN(C)C)c(OC)c1
  0.7, -0.8, -3.5, 7.1, 1.1, -11.2, 11.2, 0.0, -8.0, -1.2
[48] O=C(Nc1c2c(nn1-c1ccc([N+](=O)[O-])cc1)CS(=O)(=O)C2)c1ccco1
  -7.4, -2.2, 3.1, 1.6, 9.9, -9.2, 9.2, 9.8, -8.5, -1.0
[49] COc1ccc(Br)cc1CN(C)CC(=O)Nc1cc([N+](=O)[O-])ccc1OC
  -0.2, -3.1, 1.8, -1.7, 10.6, 31.4, -31.4, -3.9, -8.3, 1.3
[50] Fc1cccc(/C=N/Nc2ccc3ccccc3n2)c1
  -2.5, -1.8, -3.2, -3.7, -1.3, 13.0, -13.0, -14.9, -11.5, -5.5
